Compound activity deposited in PubChem BioAssay by several laboratories.
Insulin prom inh = TRM-6 insulin promoter activity inhibition | TRM-6 cells (human fetal islet line), insulin promoter-eGFP reporter, imaging; reporter expression induced with tamoxifen | inhibition, % at 2 µM | actives 0.9% (n = 130,000) | AID 1273;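 active = inhibition above the mean plus 3 SD, with well images judged a real hit on visual review, cut at about 60% in these data, passing the limit was not always enough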
sdo1 growth = sdo1-depleted yeast growth rescue; S. cerevisiae sdo1-depleted JHY4D growth rescue, OD600 30 h; active compounds read high; pdr5 snq2 efflux-pump mutant strain; z-score at 10 µM; actives 0.21% (n = 140,000); AID 817;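 active = z-score above 3 at both the 24 hr and the 30 hr optical density reads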;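 note: z-score against mean and SD of all compound wells on the same plate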
sdo1 growth Rescue 24 h = also measured in sdo1 growth; calls as there; z-score; S. cerevisiae sdo1-depleted JHY4D growth rescue, OD600; measured here: growth rescue at 24 h;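 0 is the plate mean of compound wells and units are plate SD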
* marks the source's active call; other numbers are inactive results; nt = not tested or not shown. A portion of the library; the hit share may differ from the screen's.

Insulin prom inh	sdo1 growth	sdo1 growth Rescue 24 h	Compound
-7	-0.49	-0.78	O=C(CCN1C(=O)c2ccccc2C1=O)Nc1cccc(S(=O)(=O)N2CCCCC2)c1
nt	0.46	1.5	Cc1ccc(C)c(OCC(=O)Nc2nc3ccc([N+](=O)[O-])cc3s2)c1
25	0.32	0.16	Cc1noc(C)c1C(=O)N1CCc2ccccc21
-93	0.77	0.68	O=C(Cc1cccs1)N1CCN(S(=O)(=O)c2ccc(Br)cc2)CC1
-13	-0.99	-1.1	CCCCC1(Cc2ccc(OC)c([N+](=O)[O-])c2)C(=O)N(c2ccccc2)N(c2ccccc2)C1=O
-14	-0.2	-0.1	COc1ccc(NS(=O)(=O)c2ccc(N3CCCC3)c(NC(=S)Nc3ccc(SC(F)F)cc3)c2)cc1
38	nt	nt	O=C(CSc1nnc(CN2CCOCC2)n1-c1ccc(Cl)cc1)N1CCc2ccccc21
nt	0.23	2.5	O=C(NC(=O)N1CCN(c2ccccc2F)CC1)c1ccccc1
-22	0.59	0.19	O=C(CN1C(=O)C2C3C=CC(C4CC34)C2C1=O)OCC(=O)c1ccccc1 (configuration not stated)
-53	-0.66	-0.43	Cc1ccccc1C(=O)Oc1ccccc1N1C(=O)C2CC=CCC2C1=O (configuration not stated)
-3	1	1.4	CCn1c(CNc2ccc(C(=O)O)cc2)nc2ccccc21
nt	-1.4	-1.7	Cc1nn(-c2ccccc2)c2c1C1(C(=O)N(C(C)C)c3ccccc31)C(C#N)=C(N)O2 (configuration not stated)
nt	-0.21	0.21	NC(=O)c1c(NC(=O)CSc2nnc(-c3ccco3)n2-c2ccccc2)sc2c1CCC2
43	1.1	4.1	COC(=O)/C=c1/s/c(=C(\C#N)C(=O)NCc2ccco2)n(-c2ccccc2)c1=O
nt	-0.89	-1.1	CC(C)OC(=O)c1c2c(n3ccccc13)C(=O)c1ccccc1C2=O
32	-0.81	-0.72	CCOc1cccc(N2C(=O)CC(N3CCN(c4nc5ccccc5s4)CC3)C2=O)c1 (configuration not stated)
45	0.54	0.15	COc1ccc(OCC(=O)N2CCN(C(=O)c3ccccc3)CC2)cc1
nt	-1.8	-0.48	COC(=O)c1ccc(NC(=O)c2cccc(OC)c2)cc1
-13	-1.8	-1.4	Nc1ccccc1-c1nnn(CC(=O)N2CCCc3ccccc32)n1
nt	-0.63	-0.93	O=C1CN(C(=O)COC(=O)c2cccc(OCc3ccccc3)c2)c2ccccc2N1
28	-0.34	-0.98	COC(=O)c1cn[nH]c1N
-9	-1.4	-1.4	Cc1nc2cc(C(=O)N3CCc4ccccc43)ccc2n1-c1ccc(F)c(F)c1
nt	-0.5	-0.55	O=C1N/C(=N\N=C\c2cccs2)SC1Cc1cccc(Cl)c1 (configuration not stated)
nt	-0.2	-0.48	O=C(COC(=O)CCNS(=O)(=O)c1cccc(C(F)(F)F)c1)NC(=O)NC1CCCCC1
-20	nt	nt	COc1cc2c(cc1NC(=O)COC(=O)c1ccccc1)oc1ccccc12
-369	-0.95	-0.45	Cc1ccc(NS(=O)(=O)c2cccc(C(=O)Nc3cc(C)on3)c2)cc1
5	nt	nt	CCOC(=O)c1c(NC(=O)C2CC(Cl)=CCC2C(=O)O)sc2c1CC(C)(C)OC2 (configuration not stated)
19	-1	-0.84	CC(C)(CSc1ccccn1)NS(=O)(=O)c1ccccc1
nt	0.5	0.46	Cc1cc(C)c2ccc(N)nc2c1O
32	-1.2	-2.2	O=c1c2c([N+](=O)[O-])cc([N+](=O)[O-])cc2sn1-c1ccc(Br)cc1
nt	-0.93	-0.65	CC(C)Oc1ccc2ccccc2c1C=O
-3	-0.01	-0.68	O=C(NCC1CCCO1)c1nn2c(c1Cl)NC(c1ccc(F)cc1)CC2C(F)(F)F (configuration not stated)
100*	0.98	0.11	Cc1cc(C(F)F)n2nc(C(=O)Nc3ccc(S(=O)(=O)N4CCCCCC4)cc3)nc2n1
3	-0.69	-0.45	CCC(c1nnnn1CCc1ccccc1)N1CCN(c2ccc(OC)cc2)CC1 (configuration not stated)
nt	-0.12	-0.2	Cc1ccccc1NC(C)C(=O)N/N=C/c1ccccc1OCc1cccc(Br)c1 (configuration not stated)
-260	-0.33	-0.34	CCS(=O)(=O)n1nc(-c2ccccc2)nc1NCc1ccco1
-24	0.22	0.03	CC(C)CSC1=NSC2=NC(=O)/C(=C\c3cccs3)C(=N)N12
-42	0.07	-0.26	O=C(Oc1c(Br)cc([N+](=O)[O-])cc1Br)c1cccnc1
3	-1.4	-1.7	CCOC(=O)c1c(NC2=NS(=O)(=O)c3ccccc32)sc2c1CCC(C)C2 (configuration not stated)
26	-1.2	-0.71	Cc1nn(-c2cc(N3CCCCCC3)ccc2[N+](=O)[O-])c(=O)c2ccccc12
45	-0.4	-0.8	O=C1CC(c2ccco2)CC(O)=C1C=Nc1cc(Cl)cc(Cl)c1 (configuration not stated)
-21	0.25	-0.05	COc1ccc(-c2nnc(SCc3c(C)noc3C)n2N)cc1OC
nt	0.65	1.4	O=C(c1ccccc1-c1nc2ccccc2[nH]1)N1CCCCC1
-14	0.5	0.17	C=CCC(NCc1ccco1)c1ccc(OC)c(OC)c1 (configuration not stated)
-58	-0.62	0.43	Cc1ccc(-n2c(C)cc(/C=N/Nc3ccc([N+](=O)[O-])cn3)c2C)cc1
26	0.39	-0.49	CC(C)(C)N(C=C(Cl)Cl)C(=O)NC1CCCCC1
-17	nt	nt	CCOc1cc(/C=N/NC(=O)c2ccc(CSc3nncn3C)cc2)ccc1OCC(=O)N1CCOCC1
44	-0.53	-0.36	C=CCn1c(C)cc(C(=O)COC(=O)c2ccc(N)c([N+](=O)[O-])c2)c1C
nt	1.2	0.65	CSCCC(NC(=O)C1CCC(C)CC1)C(=O)O (configuration not stated)
-55	1.1	0.17	CC(C)(C)C(=O)N1CCC(O)(CS(=O)(=O)Cc2ccc(Cl)cc2)CC1
-25	0.48	1.4	CNC(=O)C1CC(=O)N(CCCc2ccccc2)C(=Nc2ccccc2)S1 (configuration not stated)
nt	-0.89	-0.38	C=C(C)CNC(=S)N/N=C/C1=CCC2CC1C2(C)C (configuration not stated)
-48	0.54	1.4	COc1ccccc1CNC(=O)CNCC1CCCO1 (configuration not stated)
-15	-0.38	-0.26	N#CCCN(Cc1cccnc1)C(=O)c1sc2cc(F)ccc2c1Cl
19	0.76	2.3	COc1ccc(NC(=O)CN2CCN(S(=O)(=O)c3ccc(Cl)cc3)CC2)cc1
22	0.8	0.53	CC(=O)Nc1ccc(OCC(=O)NC(C)C(C)C)cc1 (configuration not stated)

The list continues:
Insulin prom inh	sdo1 growth	sdo1 growth Rescue 24 h	Compound
7	1.1	1.2	CCC(=O)Nc1ccccc1N1CCN(S(C)(=O)=O)CC1
38	-0.37	-1.3	Cc1nc2ccccn2c1C(=O)N/N=C/c1cc(C)n(-c2ccc(Br)cc2)c1C
17	2	2.1	C=CCc1c(C)nc(SCc2nc3ccccc3c(=O)[nH]2)[nH]c1=O
29	-1.7	-0.53	COc1ccc2c(c1)C1C=CCC1C(c1cc3c(cc1Br)OCO3)N2 (configuration not stated)
-25	0	-0.54	Cc1[nH]ccc(=O)c1OCc1c(Cl)cccc1Cl
nt	0.74	0.56	CS(=O)(=O)Nc1ccc(C2=NN(S(C)(=O)=O)C(c3ccccc3)C2)cc1 (configuration not stated)
nt	0.65	0.66	O=C(COc1ccccc1)NCCc1cn2ccsc2n1
-17	0.55	0.35	CN1CCN(C(=O)c2ccc(C3SCC(=O)N3Cc3ccco3)cc2)CC1 (configuration not stated)
-25	nt	nt	COc1cc(C(=S)N2CCN(C)CC2)ccc1OCC(=O)NCc1ccccc1
23	-0.23	-1.3	CCN1C(=O)N/C(=C/c2ccc(Sc3ccc(C)cc3)o2)C1=O
3	-0.86	-0.72	Cn1c(=O)c2c(nc(N3CCCCCC3)n2CC(O)COc2ccccc2)n(C)c1=O (configuration not stated)
nt	-0.17	-0.37	CC(=O)Nc1ccccc1-c1nc2ccccc2nc1OCC(=O)c1ccc(Cl)cc1
nt	-1.4	-1.5	Cc1cc(-c2ccccc2)nc(N/N=C/c2ccco2)n1
8	nt	nt	CCOC(=O)N1CCN(C(=O)CSc2ccc(-c3cccc(OC)c3)nn2)CC1
nt	1.6	0.97	O=C(CN1C(=O)CSC1=O)Nc1ccc(C(=O)O)cc1
26	-0.01	0.09	Cc1[nH]n(-c2cccc(Cl)c2)c(=O)c1/C=N/n1c(C)nc2ccccc2c1=O

The final four compounds of the part before come first, to join the parts.
Insulin prom inh	sdo1 growth	sdo1 growth Rescue 24 h	Compound
nt	-1.4	-1.5	Cc1cc(-c2ccccc2)nc(N/N=C/c2ccco2)n1
8	nt	nt	CCOC(=O)N1CCN(C(=O)CSc2ccc(-c3cccc(OC)c3)nn2)CC1
nt	1.6	0.97	O=C(CN1C(=O)CSC1=O)Nc1ccc(C(=O)O)cc1
26	-0.01	0.09	Cc1[nH]n(-c2cccc(Cl)c2)c(=O)c1/C=N/n1c(C)nc2ccccc2c1=O
-13	-0.52	-0.89	Cc1onc(-c2c(F)cccc2Cl)c1C(=O)Nc1nc2ccccc2[nH]1
-44	-1.5	-0.5	Cc1ccc(OCC(=O)NNC(=O)C(C)Sc2ncnc3sc(C)c(C)c23)cc1 (configuration not stated)
nt	0.51	-0.36	CCc1ccccc1NC(=O)N1C2CCCC1CC(NC(C)=O)C2 (configuration not stated)
nt	-2.4	-1.5	O=S1(=O)c2ccccc2N=NN1Cc1ccc(Cl)c(Cl)c1
62	0.92	1.2	c1ccn(-c2ccc(N3CCOCC3)cc2)c1
11	1.2	1.6	CCN1CCC(=NNC(=O)c2ccco2)CC1
nt	-1	-0.57	O=[N+]([O-])c1cccc(/C=C/c2nc3ccc([N+](=O)[O-])cc3[nH]2)c1
-43	1.5	1.4	COC(=O)CN1C(=S)N(C)C(=O)C1CC(=O)Nc1ccccc1 (configuration not stated)

5 structures from above, ordered by number of heavy atoms, high to low:
Insulin prom inh	sdo1 growth	sdo1 growth Rescue 24 h	Compound
-13	-0.52	-0.89	Cc1onc(-c2c(F)cccc2Cl)c1C(=O)Nc1nc2ccccc2[nH]1
nt	0.51	-0.36	CCc1ccccc1NC(=O)N1C2CCCC1CC(NC(C)=O)C2 (configuration not stated)
-43	1.5	1.4	COC(=O)CN1C(=S)N(C)C(=O)C1CC(=O)Nc1ccccc1 (configuration not stated)
nt	-2.4	-1.5	O=S1(=O)c2ccccc2N=NN1Cc1ccc(Cl)c(Cl)c1
62	0.92	1.2	c1ccn(-c2ccc(N3CCOCC3)cc2)c1

(continued)
Insulin prom inh	sdo1 growth	sdo1 growth Rescue 24 h	Compound
3	-0.96	-0.8	CCOC(=O)N1CCN(C(=O)CN(C2CCCCC2)S(=O)(=O)c2ccc(F)cc2)CC1
nt	-0.17	-0.31	CC(C(=O)NC1CCCc2ccccc21)N1CCN(c2ccc(F)cc2)CC1 (configuration not stated)
52	0.03	-0.06	CC(=O)c1cccc(N(CC(=O)N2CCCC2)S(C)(=O)=O)c1
3	1.7	1.9	CCS(=O)(=O)N1CCN(C(=O)c2cccc(OC)c2)CC1
9	-1.3	-1.5	Cc1ccccc1-c1ccc(C(=O)Nc2cccc(F)c2)o1
-48	1.3	1.4	CC(=O)N1CCc2cc(S(=O)(=O)NCCN3CCC(C)CC3)ccc21
-8	-0.15	-0.34	CN(C)c1nc(N)nc(CSc2nnnn2-c2ccc(F)cc2)n1
44	0.65	-0.62	COc1ccc(OCC(O)CNC(=O)c2ccccc2C(=O)O)cc1 (configuration not stated)
-12	1.5	1.4	CC(C)(C)P(=O)(CO)c1ccccc1 (configuration not stated)
nt	1.2	1.2	O=C(CNC(=O)COc1ccccc1)NCc1ccccc1F
-32	-0.54	-0.89	Cn1c(CNC(=O)c2ccco2)nnc1SCC(=O)N1c2ccccc2Sc2ccccc21
-14	2	0.78	CCOC(=O)CCSc1nnc(-c2cccnc2)n1-c1ccccc1OC
-7	-0.26	-0.22	Cc1cccc(N(C(=O)c2csnn2)C(C(=O)NC(C)(C)C)c2cccs2)c1 (configuration not stated)
0	nt	nt	COC(=O)c1cc(COC(=O)c2nc3nccc(C)n3n2)oc1C
2	1.1	1.1	Cc1c(Cl)cccc1NC(=O)CN1CCC(NC(=O)C2CCCCC2)CC1
26	0.58	0.21	CCn1nnnc1-c1ccc(OC)c(S(=O)(=O)NCCc2ccccc2)c1
